# CAL PDZ FP-1 – CAL PDZ peptide-binding inhibitors, primary screen, biochemical, fluorescence polarization, Cer-tagged CAL PDZ, HTS; Golgi-associated PDZ and coiled-coil motif-containing protein (Homo sapiens), Q9HD26; purified CAL PDZ, TMR-peptide fluorescence polarization, 1 h; inhibition, % at 20 µM; actives 0.02% (n = 330,000); AID 504414, 2011;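 active = highest replicate inhibition of at least 40%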;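 also: plate controls were DMSO neutral control wells for no effect and unlabeled competitor peptide control wells for full effect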
#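 Material: tagged CAL PDZ protein CerCALP, purified; buffer or medium: sodium phosphate/NaCl buffer pH 7.4 with TCEP, IgG, Thesit; also added: fluorescent TMR peptide probe; schedule: 1 h incubation at room temperature before polarization reading; technique: fluorescence polarization from S- and P-plane intensities, G-factor corrected; control set: unlabelled peptide and DMSO controls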
# Rtt109 Vps75 – inhibitors of C. albicans Rtt109/Vps75 HAT, primary screen, biochemical, ThioGlo CoA-SH fluorescence, plate reader; Histone acetyltransferase RTT109 (Candida albicans (strain SC5314 / ATCC MYA-2876)), …; purified Rtt109/Vps75, 4 h; inhibition, % at 34.9 µM; actives 0.16% (n = 330,000); AID 540336, 2011;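 active = inhibition of at least 50% in every replicate; inconclusive = best replicate reaches 50% inhibition but some replicates fall short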
# PvdQ inh – P. aeruginosa PvdQ acylase inhibitors, primary screen, biochemical, fluorescence, plate reader and imaging, single point | PvdQ acylase [Pseudomonas aeruginosa LESB58] | purified PvdQ acylase | inhibition, % at 10 µM | actives 0.063% (n = 340,000); in the data active = inhibition above about 30%, passing the limit was not always enough; inconclusive = no clear call, values can overlap the other calls;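 also: 0% = vehicle neutral wells and 100% = reference inhibitor wells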
# CAL PDZ FP-2 – untagged CAL PDZ binding inhibitors, primary screen, biochemical, fluorescence polarization, HTS; actives 0.92% (n = 300,000); purified CAL PDZ, TMR-peptide fluorescence polarization, 1 h; Golgi-associated PDZ and coiled-coil motif-containing protein (Homo sapiens), Q9HD26; AID 602252, 2012; inhibition, % at 24.9 µM;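 active = mean inhibition of at least 30% with at least half of replicates also reaching 30%; inconclusive = no clear call, values can overlap the other calls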;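 also: 0% = DMSO neutral control and 100% = excess unlabeled competitor peptide PRC23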
# SR-BI DiI-HDL act – activators of SR-BI mediated DiI-HDL uptake, primary screen, ldlA[mSR-BI] CHO cells, DiI fluorescence; 3 h; 100 = double the neutral-control signal; activation, % at 12.5 µM; actives 0.096% (n = 320,000);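 active = mean replicate activation of at least 60% and every replicate at or above 60%; inconclusive = mean or all-replicate condition met, but not both; inactive = mean below 60% and not all replicates reaching 60%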;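 also: 0% = median plate neutral-control signal and 100% = twice that signal; values of inactives mirror those of a sister screen read the other way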
#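 Material: SR-BI-overexpressing, LDLR-lacking CHO cells; schedule: compound exposure 3 h, 37 °C; reagent: DiI-labelled HDL at 10 µg/mL final; technique: bottom-read fluorescence, 550/595 nm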
# dFosB act – activators of delta FosB homodimer, primary screen, biochemical, fluorescence polarization, TAMRA-CDK5 oligo, single point. AID 493131, 2011. actives 0.99% (n = 340,000). activation, % at 25 µM. Protein FosB (Mus musculus), P13346. purified delta FosB; percent of positive-control signal above neutral wells;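 active = mean activation above about 17%, with every replicate also reaching it, limit read from the data, passing the limit was not always enough; inconclusive = only one of the two conditions met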;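 also: fluorescence polarization rise as delta FosB binds a TAMRA Cdk5 AP-1 oligo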
# Target sequence (P13346 whole entry, looked up): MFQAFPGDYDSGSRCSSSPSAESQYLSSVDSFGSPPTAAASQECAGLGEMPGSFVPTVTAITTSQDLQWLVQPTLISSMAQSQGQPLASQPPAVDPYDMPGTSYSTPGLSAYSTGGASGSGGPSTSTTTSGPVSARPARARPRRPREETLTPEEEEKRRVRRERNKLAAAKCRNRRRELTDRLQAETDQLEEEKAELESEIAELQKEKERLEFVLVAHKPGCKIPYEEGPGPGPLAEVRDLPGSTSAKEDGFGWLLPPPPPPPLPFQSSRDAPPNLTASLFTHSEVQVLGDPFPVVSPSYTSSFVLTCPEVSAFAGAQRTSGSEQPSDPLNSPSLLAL
# MITF TRPM1 HTS – activators of MITF-driven TRPM1 promoter reporter, primary screen, cell-based, SK-MEL-5, luciferase, single point; activation, % at 12.5 µM; AID 588334, 2011; actives 0.75% (n = 300,000); SK-MEL-5 TRPM1-promoter luciferase, 24 h; % of positive control, neutral wells = 0;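 active = mean activation of at least 80% with every replicate also reaching 80%; inconclusive = mean reaches 80% but some replicate falls short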;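 also: 0% = neutral control wells and 100% = parthenolide positive control wells; values of inactives mirror those of a sister screen read the other way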
# PfHsp90 set2 – growth inhibition of PfHsp90-expressing yeast, primary screen, antimalarial PfHsp90 inhibitor project, S. cerevisiae, BacTiter-Glo luminescence, single point, set 2. BacTiter-Glo ATP, 48 h; yeast lacking PDR1 and PDR3 efflux regulators. inhibition, % at 9.4 µM. actives 0.32% (n = 310,000). AID 504621, 2011;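 active = every replicate shows inhibition above about 80%, whatever the replicate mean, limit read from the data; inconclusive = mean inhibition reaches the set limit but some replicate falls short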;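 also: 0% = DMSO neutral controls and 100% = 20 µM radicicol positive controls; yeast relying on Plasmodium falciparum Hsp90 in place of its own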
# SR-BI HDL uptake – inhibitors of SR-BI mediated HDL lipid uptake, primary screen, ldlA[mSR-BI] cells, fluorescence, single point. AID 488896, 2010. Scavenger receptor class B member 1 (Mus musculus), Q61009. inhibition, % at 12.5 µM. actives 0.96% (n = 320,000). ldlA[mSR-BI] CHO cells, DiI-HDL uptake fluorescence, 3 h;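 active = mean replicate inhibition of at least 70% and a set share of replicates each scoring 70 or more; inconclusive = meets just one of the two criteria; inactive = fails both criteria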;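 also: 0% = median of neutral control wells and 100% = median of positive control wells; values of inactives mirror those of a sister screen read the other way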
# Target sequence (Q61009 whole entry, looked up): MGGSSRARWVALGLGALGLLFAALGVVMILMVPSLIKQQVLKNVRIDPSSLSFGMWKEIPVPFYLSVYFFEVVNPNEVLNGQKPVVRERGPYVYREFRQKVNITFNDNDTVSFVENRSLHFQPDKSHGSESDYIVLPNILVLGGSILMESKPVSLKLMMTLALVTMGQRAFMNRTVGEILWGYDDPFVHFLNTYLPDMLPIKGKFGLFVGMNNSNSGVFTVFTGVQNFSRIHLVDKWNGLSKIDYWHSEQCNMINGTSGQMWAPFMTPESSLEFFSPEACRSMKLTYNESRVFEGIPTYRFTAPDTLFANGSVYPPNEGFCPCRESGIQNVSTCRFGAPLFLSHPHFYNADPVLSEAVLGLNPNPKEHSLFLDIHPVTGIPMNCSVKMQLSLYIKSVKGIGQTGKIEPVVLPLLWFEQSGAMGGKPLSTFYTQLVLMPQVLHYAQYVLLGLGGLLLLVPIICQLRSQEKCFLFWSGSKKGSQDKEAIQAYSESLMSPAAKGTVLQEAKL
# NSD2 inh – NSD2 histone methyltransferase inhibitors, primary screen, biochemical, AlphaScreen, single concentration, set 2. actives 0.54% (n = 310,000). AID 743445, 2014. NSD2 peptide methylation, 120 min. Histone-lysine N-methyltransferase NSD2 (Homo sapiens), O96028. inhibition, % at 12.5 µM; in the data active = inhibition above about 50%
# * hit, by the source's call; ? = inconclusive; / = no result given.
# The first two records, ahead of the listing:
SMILES,CAL PDZ FP-1,Rtt109 Vps75,PvdQ inh,CAL PDZ FP-2,SR-BI DiI-HDL act,dFosB act,MITF TRPM1 HTS,PfHsp90 set2,SR-BI HDL uptake,NSD2 inh
CCOC(=O)C1CCCN(Cc2nc(CC3CC3)no2)C1 (stereo unspecified),2.1,-1,-12,-3,/,-4,-1,24,/,-4
COc1ccc(OC)c(/C=N/Nc2nc(C)cc(=O)[nH]2)c1,0.8,8,10,-6,-16,-2,-12,18,16,-5

# This part in full, previewed entries included:
SMILES,CAL PDZ FP-1,Rtt109 Vps75,PvdQ inh,CAL PDZ FP-2,SR-BI DiI-HDL act,dFosB act,MITF TRPM1 HTS,PfHsp90 set2,SR-BI HDL uptake,NSD2 inh
CCOC(=O)C1CCCN(Cc2nc(CC3CC3)no2)C1 (stereo unspecified),2.1,-1,-12,-3,/,-4,-1,24,/,-4
COc1ccc(OC)c(/C=N/Nc2nc(C)cc(=O)[nH]2)c1,0.8,8,10,-6,-16,-2,-12,18,16,-5
CCc1ccc(NC(=O)CSc2nc3ccccc3c(=O)n2CCCC(=O)NCCCN2CCOCC2)cc1,-0.8,12,14,-10,36,-12,11,9,-36,-5
C=CCNc1nc2c(c(=O)[nH]c(=O)n2C)n1CCCc1ccccc1,-11,-2,-3,23,15,-8,10,-3,-15,2
C/C(=N\Nc1ccc2nncn2n1)c1ccc(Br)s1,-1.8,0,-11,/,15,-1,/,21,-15,-2
CCCCOC(=O)Cn1c(=N)n(CCN2CCOCC2)c2ccccc21,-1.3,-1,-10,-4,13,-3,/,15,-13,-1
COC(=O)CSc1[nH]c2cc(C)ccc2c1[N+](=O)[O-],0.1,-56,-14,-7,5,-5,-9,-25,-5,2
Cc1ccccc1CN1CCN(C(C)C(=O)NCc2ccccc2)CC1 (stereo unspecified),-2.3,1,-6,-1,8,-7,2,-44,-8,2
CCCCC(=O)NC(NC(=S)N1CCCCCC1)C(Cl)(Cl)Cl (stereo unspecified),-1.4,-1,-7,-1,4,3,-9,12,-4,-3
N#CN1CCC(NS(=O)(=O)c2ccc(C(F)(F)F)cc2)C1 (stereo unspecified),0.3,17,0,-2,29,1,-11,8,-29,/
CC1CCN(c2ccccc2NC(=S)NC(=O)c2cccs2)CC1,-0.9,-2,-10,-4,-64,1,-23,-11,64,-1
CS(=O)(=O)c1[nH]nc(-c2cccc(Cl)c2)c1C#N,0.0,-4,-8,-1,11,1,/,1,-11,-4
Cc1nn(C)cc1-c1n[nH]c(=S)n1-c1ccc(Cl)cc1,-2.6,4,-12,-1,6,-1,4,-28,-6,3
COC(=O)c1cc(C(=O)OCC(=O)N(C)C2CCS(=O)(=O)C2)cc([N+](=O)[O-])c1 (stereo unspecified),-0.2,-3,4,1,/,-6,-4,-30,/,-2
O=C1C2C3CCC(CC3)C2C(=O)N1c1ccccc1 (stereo unspecified),-0.4,-5,-9,-2,15,-3,4,-15,-15,-2
O=C(COC(=O)c1cc[n+]([O-])cc1)Nc1ccc(Cl)cc1[N+](=O)[O-],-5.1,-5,8,-2,15,2,-6,-18,-15,-1
C[C@@]12C(=O)N(c3ccc(Cl)cc3)C(=O)N1[C@@H]1c3ccccc3OC[C@@H]1[C@H]2c1ccccc1,0.0,6,-10,-6,-16,-7,-1,-10,16,/
O=S(=O)(Nc1ccc(-c2cn3ccccc3n2)cc1)c1ccccc1,-1.5,-6,15,-6,17,-3,31,0,-17,/
CCCCOc1ccc(CNC(=S)N/N=C/c2ccc(OC)c(OC)c2)cc1,-0.4,-2,2,/,-6,-2,-5,26,6,1
O=C(C1CCC(C(=O)N2CCCCC2)CC1)N1CCCCC1 (stereo unspecified),-1.9,8,2,1,-5,-3,-7,15,5,38
O=C(N[C@@H](Cc1ccc(O)cc1)C(=O)O)c1cccnc1,0.4,-3,-10,4,21,-4,-3,4,-21,/
C/C(=N\NC(=O)c1ccc(Br)cc1)c1ccccc1,-0.2,-2,6,-1,1,9,54,7,-1,3
CC(=O)NCCC(=O)N1CCCC(C(=O)c2ccc3c4c(cccc24)CC3)C1 (stereo unspecified),-2.1,1,-6,-9,/,-11,4,-63,/,/
CCCc1nc2oc3c(NCC4CCCO4)ncnc3c2c2c1COC(C)(C)C2 (stereo unspecified),-1.2,19,-7,-4,-5,-12,-4,-13,5,-1
O=C(N/N=C/c1ccc(Br)s1)c1ccco1,-0.4,5,-6,10,6,-3,?,10,-6,1
Cc1cccc(OCC(=O)NCC(=O)N/N=C/c2ccc([N+](=O)[O-])cc2)c1,0.0,-6,-14,-7,5,9,15,12,-5,2
O=C(NNC(=O)c1cccnc1SCc1cccc([N+](=O)[O-])c1)c1cccnc1,-2.4,1,-11,-6,-3,-6,-2,2,3,1
CCc1sc(N2C(=O)C3C4CCC(C4=C(C)C)C3C2=O)nc1-c1ccccc1 (stereo unspecified),-1.8,-3,-23,10,-84,-4,-4,30,84*,-1
O=C(CCCCn1c(=O)[nH]c2ccccc2c1=O)NCc1ccc2c(c1)OCO2,-0.2,0,-14,4,15,2,-3,-12,-15,/
O=C(OCC(=O)N1CCCC1)c1cccs1,0.3,-3,-8,-1,-14,0,27,-13,14,-1
CCOc1ccccc1-n1nnnc1SCC(=O)NCc1ccco1,0.0,1,7,/,-31,-1,/,5,31,0
CCOC(=O)C(=O)NC1CC=CCC1c1ccc2c(c1)OCO2 (stereo unspecified),0.2,-4,-16,-2,27,-4,-2,-15,-27,-3
CCN(CC)CCCOC(=O)C(c1ccccc1)c1ccccc1,0.6,3,-20,-2,4,1,12,-8,-4,/
CCn1c(SCC(=O)N2CCc3ccccc3C2)nc2sc(C)c(C)c2c1=O,-0.2,0,-7,-6,-15,0,2,-6,15,0
Cc1cccc(S(=O)(=O)Nc2nc3ccccc3nc2NCc2ccc3c(c2)OCO3)c1,-2.4,-1,-5,-2,15,3,-6,-2,-15,3
CCN(CC)S(=O)(=O)c1ccc(Cl)c(NC(=O)COC(=O)c2cc(-c3ccccc3Cl)nc3ccccc23)c1,-1.1,4,-13,-4,-9,4,-10,-14,9,0
C=CCOc1ccc(CN(C)CC(=O)Nc2ccccc2[N+](=O)[O-])cc1,-0.7,-1,-5,7,8,-8,-13,14,-8,/
COc1c(C=O)cc2c3c1CCCN3CCC2,-0.2,-5,-1,/,9,5,6,6,-9,0
CNC(=S)N1N=C(c2ccc(OC)cc2)CC1c1ccc(Cl)cc1Cl (stereo unspecified),-0.7,-1,-9,2,3,-4,-2,0,-3,0
O=C(CCc1ccc(Oc2cc([N+](=O)[O-])cc([N+](=O)[O-])c2)cc1)N1CCCCCC1,0.4,1,19,-3,8,-3,-3,-21,-8,3
CCOC(=O)c1c(C)[nH]c(C)c1S(=O)(=O)NCCc1ccc(SC)cc1,-2.8,13,0,-1,3,0,-4,-18,-3,17
COc1ccc([N+](=O)[O-])cc1C(=O)NCCOc1ccc(Cl)cc1,0.9,2,-13,-1,/,-10,17,17,/,-4
O=C(N1CCCCC1)N1CCN(S(=O)(=O)c2cccc([N+](=O)[O-])c2)CC1,-1.2,-3,-9,-2,13,-2,7,-13,-13,0
COC(=O)[C@H](C)N(Cc1ccc(Cl)c(Cl)c1)S(=O)(=O)CCN1CCCC1,-1.4,3,-13,35*,-61,-3,14,-15,61,/
CCOC(=O)c1cc(-c2ccccc2)sc1NC(=O)C(C)C,-2.9,-2,-12,-2,-39,-2,4,-5,39,-6
N#CC1=CN(Cc2ccccc2)C=C(/C=N/Nc2ccccc2)C1,-1.1,0,-8,-2,-2,-16,10,0,2,1
Cc1ccc(-c2nnc(N3CCOCC3)c3ccccc23)cc1S(N)(=O)=O,-0.9,-5,10,11,-14,-15,-9,13,14,2
CC(=O)/C(N=Nc1ccc(C(=O)O)cc1)=C(\C)O,-3.1,-2,4,-3,21,-2,-12,-14,-21,0

# Part of the list above, reduced to Rtt109 Vps75, SR-BI HDL uptake and PfHsp90 set2:
compound	Rtt109 Vps75	SR-BI HDL uptake	PfHsp90 set2
CCOc1ccccc1-n1nnnc1SCC(=O)NCc1ccco1	1	31	5
CCN(CC)CCCOC(=O)C(c1ccccc1)c1ccccc1	3	-4	-8
CCOC(=O)c1c(C)[nH]c(C)c1S(=O)(=O)NCCc1ccc(SC)cc1	13	-3	-18
COc1c(C=O)cc2c3c1CCCN3CCC2	-5	-9	6
CC(=O)/C(N=Nc1ccc(C(=O)O)cc1)=C(\C)O	-2	-21	-14
Cc1ccc(-c2nnc(N3CCOCC3)c3ccccc23)cc1S(N)(=O)=O	-5	14	13
O=C(CCc1ccc(Oc2cc([N+](=O)[O-])cc([N+](=O)[O-])c2)cc1)N1CCCCCC1	1	-8	-21

# Screening data: PubChem, Broad Institute
